Screens (PubChem BioAssay)
LEDGF integ inh: blocks HIV-1 LEDGF/p75-dependent DNA integration; TR-FRET IN-LEDGF/p75 DNA integration, Eu/Cy5; inhibition, % at 3.7 µM; hit rate 0.64% among 370,000;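 active = inhibition above the screen-wide mean plus 3 SD, cut at about 13% in these data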;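 also: signal is the Cy5 over europium emission ratio at 671 and 618 nm; 0% = plate median of compound wells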
TDP2 inh: TDP2 (human) inhibition, absorbance primary screen; hit rate 0.34% among 370,000; recombinant TDP2, T5PNP hydrolysis, p-nitrophenol absorbance 415 nm; inhibition, % at 12.8 µM; O95551;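 active = inhibition above the mean of all tested compounds plus 3 SD, set per campaign, cut at about 25% in these data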;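 also: 0% = DMSO with enzyme and 100% = buffer with substrate but no TDP2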
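test system = human TDP2 enzyme | input = TDP2 enzyme at 120 nM final | medium = 50 mM Tris-HCl pH 7.5 with Mg2+, KCl, DTT, BSA | also added = T5PNP substrate, 5 mM | times = 2 h at 37 °C | technique = epi absorbance | benchmarks = high control without enzyme, low control DMSO plus TDP2 | replication = each compound tested once, singlicate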
TCR CD3 inh: human TCR-CD3 binding inhibition; TAMRA-labeled TCR probe fluorescence, biochemical; inhibition, % at 9.4 µM; hit rate 0.37% among 360,000; AID 651800; in the data active = inhibition above about 19%;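 also: recombinant mutant TCR 2C K166C tagged with TAMRA read by polarization; 0% = receptor in buffer alone and 100% = receptor with positive control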
mABHD4 FP: inhibits mouse alpha/beta hydrolase domain 4; purified mABHD4, FP-Rh probe fluorescence polarization; Q8VD66; hit rate 0.54% among 370,000; inhibition, % at 8.92 µM; AID 720543;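 active = inhibition exceeding the mean over every tested compound plus 3 SD, cut at about 30% in these data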;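 also: 0% = plate median of compound wells and 100% = S159A mutant with DMSO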
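assay system = mABHD4 protein | compound dosing = single nominal dose of 8.92 µM, 0.89% DMSO final | read-out basis = percent inhibition of probe binding, normalized to plate controls | schedule = Enzyme–compound pre-incubation 45 min, then probe 60 min, both 25 °C | detection = fluorescence polarization, excitation 525 nm, emission 598 nm, BODIPY TMR filters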
HTRA1 inh: blocks human HTRA1 serine peptidase; inhibition, % at 5.96 µM; recombinant HTRA1, FP-rhodamine activity-based probe, fluorescence polarization; hit rate 0.5% among 340,000; Q92743; in the data active = inhibition above about 36%;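 also: 0% = enzyme with DMSO and 100% = wells lacking enzyme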
PRMT1 inh: blocks human protein arginine methyltransferase 1. recombinant PRMT1, activity-based probe fluorescence polarization. inhibition, % at 2.79 µM. hit rate 1.3% among 370,000. AID 652257;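 active = inhibition above about 21% made by adding two undisclosed values, limit read from the data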
Target sequence (Q99873 whole entry, looked up): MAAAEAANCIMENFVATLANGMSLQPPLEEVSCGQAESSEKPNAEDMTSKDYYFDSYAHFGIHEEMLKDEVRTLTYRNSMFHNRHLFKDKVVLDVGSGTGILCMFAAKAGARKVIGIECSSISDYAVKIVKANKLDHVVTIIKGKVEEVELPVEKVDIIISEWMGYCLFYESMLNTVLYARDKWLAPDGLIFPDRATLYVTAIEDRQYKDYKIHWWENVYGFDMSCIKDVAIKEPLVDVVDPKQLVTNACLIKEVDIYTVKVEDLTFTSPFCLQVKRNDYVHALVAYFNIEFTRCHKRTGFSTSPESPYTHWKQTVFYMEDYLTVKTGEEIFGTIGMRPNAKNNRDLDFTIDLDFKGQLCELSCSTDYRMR
SIAE inh: blocks human sialic acid acetylesterase. Q9HAT2. SIAE FP-Rh probe binding, fluorescence polarization. inhibition, % at 9.66 µM. hit rate 0.69% among 370,000. AID 1053197;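 active = inhibition above a cutoff: mean of compounds within the control limits plus 3 SD of those, cut at about 17% in these data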;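 also: 0% = plate median of compound wells and 100% = probe without SIAE protein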
PG9 Ab binder: small molecules binding HIV-1 gp120 antibody PG9; TR-FRET gp120-PG9 antibody binding; inhibition, % at 6.7 µM; hit rate 0.43% among 360,000; in the data active = inhibition above about 8.5%
rCAG RNA binder: molecules binding r(CAG) RNA repeats; r(CAG) RNA repeat, TO-PRO-1 dye displacement fluorescence; hit rate 1.3% among 370,000; inhibition, % at 3 µM;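 active = inhibition above the plate cutoff, the mean of all test compounds on that plate plus 3 SD, cut at about 35% in these data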;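 also: 0% = DMSO alone and 100% = 100 µM mitoxantrone as full dye displacement; higher means more dye released from RNA so lower well fluorescence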
Rev-erbA mod: Rev-erb alpha (human) modulation; Rev-erbα–FITC-DNA binding, fluorescence polarization, 90 min; activity, % at 10 µM; hit rate 0.79% among 370,000;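 active = activity above about 14%, limit read from the data; passing the limit was not always enough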;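 also: 0% = DMSO wells with 35 nM protein and 100% = DMSO wells with 750 nM protein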
Target sequence (P20393 whole entry, looked up): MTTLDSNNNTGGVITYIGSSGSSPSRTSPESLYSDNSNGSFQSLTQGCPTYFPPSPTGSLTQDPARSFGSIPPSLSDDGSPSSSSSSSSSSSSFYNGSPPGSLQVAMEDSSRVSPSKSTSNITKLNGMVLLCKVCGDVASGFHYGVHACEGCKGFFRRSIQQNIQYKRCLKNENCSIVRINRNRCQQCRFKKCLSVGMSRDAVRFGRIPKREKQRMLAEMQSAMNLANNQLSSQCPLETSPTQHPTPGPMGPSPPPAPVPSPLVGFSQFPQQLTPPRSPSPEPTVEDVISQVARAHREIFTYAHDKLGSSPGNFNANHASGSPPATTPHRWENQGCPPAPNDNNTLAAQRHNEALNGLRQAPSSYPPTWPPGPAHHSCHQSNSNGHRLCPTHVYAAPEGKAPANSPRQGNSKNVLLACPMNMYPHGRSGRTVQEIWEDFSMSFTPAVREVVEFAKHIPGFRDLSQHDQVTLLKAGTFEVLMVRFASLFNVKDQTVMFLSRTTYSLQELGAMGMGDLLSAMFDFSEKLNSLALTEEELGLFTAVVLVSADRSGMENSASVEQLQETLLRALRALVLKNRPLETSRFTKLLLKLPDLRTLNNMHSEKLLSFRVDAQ
* hit, by the source's call; · = not tested or not shown.

SMILES	LEDGF integ inh	TDP2 inh	TCR CD3 inh	mABHD4 FP	HTRA1 inh	PRMT1 inh	SIAE inh	PG9 Ab binder	rCAG RNA binder	Rev-erbA mod
CCCCC(CC)C1OCC(CN2CCCCC2)O1 (configuration not stated)	0	-5	0	-1	6	-5	-6	-2.3	-5	-1
CCOc1ccc(C(=O)NCC(=O)N2CCC3CCCCC3C2)cc1OCC (configuration not stated)	5	4	5	7	-1	-1	2	-1.6	-2	1
CCOC(=O)c1c(NC(=O)Cc2cccs2)sc(C(=O)N2CCCCC2)c1C	1	2	5	11	-7	-2	-7	0.3	-2	5
COCCCN(C)C1CCN(C(=O)Nc2ccc(F)cc2)CC1	-1	2	-3	-6	-2	1	4	-1.2	0	8
CC(C)c1ccc(NC(=O)[C@H](Cc2c[nH]c3ccccc23)NC(=O)[C@@H]2Cc3ccccc3CN2)cc1	-2	-3	2	6	-21	-8	2	0.0	4	1
CCOc1cc2c(cc1OC)C(NC(=O)c1ccco1)CC2=O (configuration not stated)	1	16	1	-1	-1	-2	2	-0.7	7	8
COc1cccc(C(=O)N2CCC[C@@H]2C(=O)N2CCC[C@H]2C(=O)NCc2ccncc2)c1	3	-17	-9	-6	·	1	0	0.6	1	-5
C=CCOc1ccc(C(=O)NC2CCCCC2)cc1	1	7	0	-7	-5	-1	1	-0.8	-2	-2
COCCSc1ccccc1C(=O)Nc1ccc(Br)cc1	-12	-10	-11	2	-2	13	-5	1.6	-2	8
COc1cc(C(C)=O)ccc1OC(C)C(=O)Nc1ccc(S(=O)(=O)N2CCCC2)cc1 (configuration not stated)	-2	-2	3	-6	-4	-3	2	-0.7	2	11
O=C(O)C(Oc1ccc2cc(-c3ccc(Cl)cc3)c(=O)oc2c1)c1ccccc1 (configuration not stated)	1	22	4	-6	-2	-4	-4	1.9	13	6
COc1ccc(CNC(=O)CCS(=O)(=O)c2cccc3nonc23)cc1	1	8	-1	-3	0	0	14	0.2	5	-4
O=C(O)Cn1c(O)c(C2=c3ccccc3=NC2=O)sc1=O	-2	5	3	8	4	27*	5	-9.5	12	1
NC(=O)C1CCN(C(=O)CCSc2ccc(Cl)cc2)CC1	0	7	6	1	5	-1	-1	-1.2	-1	2
CCOc1ccc(CCNC(=O)C2CC(=O)N(c3ccc4c(c3)OCCO4)C2)cc1OCC (configuration not stated)	-1	5	5	2	-3	0	13	-2.3	-5	-2

PRMT1 inh: hit marks shown above.
| Structure | LEDGF integ inh | TDP2 inh | TCR CD3 inh | HTRA1 inh | PRMT1 inh | SIAE inh | PG9 Ab binder | Rev-erbA mod |
| --- | --- | --- | --- | --- | --- | --- | --- | --- |
| O=C(O)Cn1c(O)c(C2=c3ccccc3=NC2=O)sc1=O | -2 | 5 | 3 | 4 | 27* | 5 | -9.5 | 1 |

(next part)
SMILES	LEDGF integ inh	TDP2 inh	TCR CD3 inh	mABHD4 FP	HTRA1 inh	PRMT1 inh	SIAE inh	PG9 Ab binder	rCAG RNA binder	Rev-erbA mod
Cc1c(NC(=O)c2nn3c(C(F)(F)F)cc(-c4ccccc4)nc3c2Cl)c(=O)n(-c2ccccc2)n1C	0	5	-1	0	-3	5	-2	-0.3	-4	3
CCc1sc(C(=O)N2CCN(CC(=O)Nc3cccc(F)c3)CC2)cc1C	2	-3	0	3	-9	4	1	0.9	0	-4
O=S(=O)(Nc1ccc(-n2cccc2)cc1)c1ccc(Cl)cc1Cl	-3	4	-5	-23	-52	0	1	-0.1	18	0
CN(CC(=O)Nc1ccc(F)cc1)C(=O)COC(=O)CNC(=O)c1ccc(Cl)cc1Cl	1	-3	9	2	-4	-1	-4	-0.1	-2	-3
CCc1nc(SCC(=O)N2CCCCCC2)c2c(=O)n(C)c(=O)n(C)c2n1	2	11	-3	-2	-5	-3	0	-2.7	-7	-4
Cn1c(Cl)c(/C=N/OC(=O)C(C)(C)C)c2ccccc21	4	-1	7	0	-9	-1	-6	-0.2	-6	6
CCOC(=O)C1(CC)NC(c2ccc(OC)c(OC)c2)C2C(=O)N(c3cccc(C(C)=O)c3)C(=O)C21 (configuration not stated)	0	-1	-4	-5	5	4	7	1.6	-1	-6
O=C(Cc1ccccc1)NCCSCc1ccccc1	2	6	0	1	1	1	-2	-2.3	-1	1
CCc1nnc(NC(=O)CSc2nnc(C3CCCCC3)n2-c2cccc(Cl)c2)s1	3	-8	-5	-11	-19	3	-6	2.1	-5	3
CCN(CC(=O)N1CCC(C(N)=O)CC1)S(=O)(=O)c1cc(Cl)ccc1Cl	2	10	9	9	-4	9	3	-2.9	26	-5
CCOc1ccc(OCC(=O)N2CCC3(CC2)CC(=O)c2ccccc2O3)cc1	-2	-9	10	-3	-3	2	-5	1.8	-5	-6
CN(Cc1c(C(=O)N/N=C/c2cccc(F)c2)nnn1-c1nonc1N)C1CCCCC1	0	11	3	-2	5	1	4	-0.7	2	-1
Cc1ccc(N2CCN(S(=O)(=O)N3CCCCCC3)CC2)cc1Cl	-1	-5	-2	-1	2	-3	1	0.2	-3	0
COc1ccc(C2=CC3=C(Br)C(=O)C(C)(OC(=O)c4cccs4)C(=O)C3=CO2)cc1 (configuration not stated)	9	1	0	19	22	16	-9	-6.9	49*	-5
COc1ccc(/C=C/C(=O)Nc2cccc(S(=O)(=O)N3CCOCC3)c2)cc1OC	4	12	-5	-13	-14	-1	-3	-1.6	5	6

Sorted by value in PG9 Ab binder (highest first): 7 from the list above.
SMILES	LEDGF integ inh	TDP2 inh	TCR CD3 inh	HTRA1 inh	PRMT1 inh	SIAE inh	PG9 Ab binder	Rev-erbA mod
CCOc1ccc(OCC(=O)N2CCC3(CC2)CC(=O)c2ccccc2O3)cc1	-2	-9	10	-3	2	-5	1.8	-6
Cc1ccc(N2CCN(S(=O)(=O)N3CCCCCC3)CC2)cc1Cl	-1	-5	-2	2	-3	1	0.2	0
O=S(=O)(Nc1ccc(-n2cccc2)cc1)c1ccc(Cl)cc1Cl	-3	4	-5	-52	0	1	-0.1	0
CN(Cc1c(C(=O)N/N=C/c2cccc(F)c2)nnn1-c1nonc1N)C1CCCCC1	0	11	3	5	1	4	-0.7	-1
CCc1nc(SCC(=O)N2CCCCCC2)c2c(=O)n(C)c(=O)n(C)c2n1	2	11	-3	-5	-3	0	-2.7	-4
CCN(CC(=O)N1CCC(C(N)=O)CC1)S(=O)(=O)c1cc(Cl)ccc1Cl	2	10	9	-4	9	3	-2.9	-5
COc1ccc(C2=CC3=C(Br)C(=O)C(C)(OC(=O)c4cccs4)C(=O)C3=CO2)cc1 (configuration not stated)	9	1	0	22	16	-9	-6.9	-5

The main list resumes; the 5 compounds before the break are reprinted first.
SMILES	LEDGF integ inh	TDP2 inh	TCR CD3 inh	mABHD4 FP	HTRA1 inh	PRMT1 inh	SIAE inh	PG9 Ab binder	rCAG RNA binder	Rev-erbA mod
CCOc1ccc(OCC(=O)N2CCC3(CC2)CC(=O)c2ccccc2O3)cc1	-2	-9	10	-3	-3	2	-5	1.8	-5	-6
CN(Cc1c(C(=O)N/N=C/c2cccc(F)c2)nnn1-c1nonc1N)C1CCCCC1	0	11	3	-2	5	1	4	-0.7	2	-1
Cc1ccc(N2CCN(S(=O)(=O)N3CCCCCC3)CC2)cc1Cl	-1	-5	-2	-1	2	-3	1	0.2	-3	0
COc1ccc(C2=CC3=C(Br)C(=O)C(C)(OC(=O)c4cccs4)C(=O)C3=CO2)cc1 (configuration not stated)	9	1	0	19	22	16	-9	-6.9	49*	-5
COc1ccc(/C=C/C(=O)Nc2cccc(S(=O)(=O)N3CCOCC3)c2)cc1OC	4	12	-5	-13	-14	-1	-3	-1.6	5	6
CC(NC(=O)Cn1cnc([N+](=O)[O-])n1)c1ccccc1 (configuration not stated)	2	-10	-4	-5	1	-1	2	-0.8	3	1
CCOC(=O)N1CCN(CC(=O)Nc2c(C(=O)OC)[nH]c3ccccc23)CC1	2	-6	-10	5	2	0	3	0.1	-7	-1
CCSCCOC(=O)C1=C(C)NC(=O)NC1c1ccc2c(c1)OCO2 (configuration not stated)	4	-6	-4	0	-1	-2	2	0.7	1	-4
COc1cccc(NC(=O)Cc2csc(NC(=O)Nc3ccccc3OC)n2)c1	3	-12	7	-17	-55	4	4	-0.1	16	-4
COc1ccc(NC(=O)c2nc[nH]c2C(=O)NCC(=O)OC(C)(C)C)cc1	1	-12	4	-16	-12	2	-11	0.1	3	-4
COc1ccc(NS(=O)(=O)c2cccc(C(=O)N3CCN(Cc4cc(OC)ccc4OC)CC3)c2)cc1	-2	-5	-1	-12	-1	3	-1	1.1	-2	0
O=C(c1ccc([N+](=O)[O-])cc1)N1CCSC1c1ccccc1 (configuration not stated)	2	14	9	0	7	1	1	-0.6	2	-7
COc1ccc(C(=O)COC(=O)CCN=C2NS(=O)(=O)c3ccccc32)c(OC)c1	5	6	-4	2	1	-1	11	17*	-1	2
COc1ccc(CC2(CO)CCN(Cc3cnn(C)c3)CC2)cc1	0	0	3	-4	-20	-5	1	-0.3	2	1
CCOC(=O)COc1nc(-c2ccccc2)cc(-c2ccco2)c1C#N	-2	2	-1	-1	-4	1	-13	0.2	8	3
O=C(CCN=C1NS(=O)(=O)c2ccccc21)OCc1ccccc1	2	-10	-3	-10	-2	5	-5	3.0	-5	-1
Cc1c(C#N)c2ccccc2n1C	-3	3	-3	7	6	5	-10	-0.7	-1	-2
COc1cc(C(=S)N2CCOCC2)ccc1OS(=O)(=O)c1ccc(NC(C)=O)cc1	-1	4	-3	4	0	5	-1	0.7	4	2
COc1ccc(C(=O)c2coc3ccc(OC(C)=O)cc23)cc1	-5	-1	-5	4	-2	1	2	-0.3	-5	-6
Nc1[nH]c(C(=O)c2ccccc2)c(-c2ccc([N+](=O)[O-])cc2)c1C(=O)NCCc1c[nH]c2ccccc12	-3	-2	-6	9	·	7	4	-4.7	12	2
CCN1C(=O)[C@H]2[C@@H](c3ccc(C)cc3)N3C(=O)N(c4ccc(C)cc4)C(=O)[C@@]3(C)[C@H]2C1=O	-3	9	2	-2	-1	-1	2	0.2	-4	-3
Cc1ccc(S(=O)(=O)N2[C@@H](c3ccccc3F)C(C(=O)O)=CC[C@H]2c2cccc(C)c2)cc1	0	-8	1	8	-5	-2	-5	0.6	26	-2
CCOc1cc(C=O)ccc1OCC(=O)N1CCCC1	-1	-2	1	-5	-1	2	-2	0.1	1	0
Oc1cc(Br)ccc1C=Nc1ccc(N2CCCCC2)cc1	6	19	5	36*	52*	3	3	-3.9	4	-2
Cc1noc(C)c1C(=O)N1CCN(S(=O)(=O)c2cccs2)CC1	0	6	-2	10	-14	4	5	-1.0	1	-3
Cc1ccc(S(=O)(=O)N2CCOCC2)cc1N/N=C(\C#N)c1nc2ccccc2[nH]1	-1	9	1	-3	-33	1	-6	-0.9	14	4
CC(C)CCN1CC(=O)N2Cc3[nH]c4ccccc4c3C[C@H]2C1=O	0	-11	-4	-1	2	1	2	-1.4	-3	5
O=C1CNC(=O)c2cc(Cl)ccc2N1	-4	4	-9	1	-1	3	2	-14	2	0

Only part of the results is shown; rates above refer to the full screens.
